# Bioassay records as filed in PubChem BioAssay.
# Autophagy mod: autophagy modulation, high-content screen. MEF GFP-LC3 puncta imaging; test concentration mostly 10 µM. calls only at 10 µM (by protocol). hit rate 0.98% among 190,000. AID 463193;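 active means percentage of spot-positive cells more than 3 SD above its plate mean, without a fluorescence outlier flag or 80% toxicity; inconclusive means no clear call, values can overlap the other calls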;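 further: spot-positive cell cutoff set from DMSO-treated cells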
# LYP phosphatase: inhibitors of LYP phosphatase, biochemical, fluorescence intensity, uHTS (AID 1779); recombinant LYP phosphatase, fluorescence intensity; higher % means a stronger effect; inhibition, % at 11.5 µM, or IC50 in µM where a hit was titrated; hit rate 0.054% among 290,000; in the data active means inhibition above about 50%;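 further: plate controls were vehicle with enzyme for no effect and no enzyme for full effect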
# RSV CPE inhibition: inhibition of RSV-induced cytopathic effect – HEp-2 cells, primary 10 µM value included (AID 2391); one-dose CPE inhibition, % at 10 µM; IC50 in µM for titrated hits; hit rate 0.13% among 310,000; HEp-2 cells, RSV-induced CPE inhibition; higher % means a stronger effect; in the data active means a potency from the dose series; inconclusive means CPE inhibition mostly from about 23% at the one dose, without a potency; inactive means the rest, 99 in 100 with CPE inhibition below about 21%; further: strong numbers were not always called active
# K1F lysis inhibition: protection from phage-mediated lysis, alamar blue read-out – E. coli UTI89, K1F phage, bacterial capsule biogenesis inhibitors (AID 488966). E. coli UTI89 K1F phage lysis, alamar blue, 2 h; higher % means a stronger effect. inhibition, % at 100 µM; hits with a dose series show IC50 in µM. hit rate 0.02% among 340,000;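 active means phage lysis inhibition, versus mean bacterial control, above a set limit; inconclusive means no clear call, values can overlap the other calls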;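 further: capsule biogenesis inhibitors block K1F phage lysis so surviving cells raise fluorescence; higher fluorescence means more inhibition of phage lysis; actives were called in the ten point dose series up to 300 µM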
# AID2073: inhibitors of Mint1-CaV2.2 protein interaction, biochemical, HTRF (AID 2073); HTRF protein-protein interaction, Mint1-CaV2.2; higher % means a stronger effect; one-dose inhibition, % at 20 µM; IC50 in µM for titrated hits; hit rate 0.19% among 290,000; in the data active means inhibition mostly above about 51%, no sharp cut-off; inconclusive means no clear call, values can overlap the other calls; inactive means mostly below about 53%; further: some results filed as inactive read as strong as hits
# WT yeast gro inh: growth inhibition of WT yeast, mitochondrial fusion screen | inhibition, % at 10 µM | hit rate 2.1% among 190,000 | AID 1362 | mitochondrial fusion phenotypic screen, WT strain; in the data active means inhibition above about 58%; tested in S. cerevisiae
# Dengue-2 NS5 capping: flavivirus cap methylation enzyme inhibition – biochemical, confirmation dose response, primary screen (AID 588689) | inhibition, % at 25 µM, or IC50 in µM where a hit was titrated | Dengue-2 NS5 methyltransferase capping enzyme assay, biochemical; higher % means a stronger effect | hit rate 0.3% among 340,000; in the data active means a potency from the dose series; inconclusive means inhibition above about 29% without an active follow-up result
# NTR1 ag: NTR1-driven beta-arrestin-GFP spot formation – imaging, U2OS cells, high content, primary screen (AID 493036); P30989; agonist mode; activation, % at 20 µM; hit rate 0.17% among 330,000;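 active means activation at or above 40% of the spot to cytoplasm intensity ratio, with at least 20 cells analyzed; inconclusive means wells under 20 cells, flagged as cytotoxic or low count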;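 further: 0% = DMSO without peptide and 100% = 100 nM NTR1 peptide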
# Target sequence (P30989 whole entry, looked up): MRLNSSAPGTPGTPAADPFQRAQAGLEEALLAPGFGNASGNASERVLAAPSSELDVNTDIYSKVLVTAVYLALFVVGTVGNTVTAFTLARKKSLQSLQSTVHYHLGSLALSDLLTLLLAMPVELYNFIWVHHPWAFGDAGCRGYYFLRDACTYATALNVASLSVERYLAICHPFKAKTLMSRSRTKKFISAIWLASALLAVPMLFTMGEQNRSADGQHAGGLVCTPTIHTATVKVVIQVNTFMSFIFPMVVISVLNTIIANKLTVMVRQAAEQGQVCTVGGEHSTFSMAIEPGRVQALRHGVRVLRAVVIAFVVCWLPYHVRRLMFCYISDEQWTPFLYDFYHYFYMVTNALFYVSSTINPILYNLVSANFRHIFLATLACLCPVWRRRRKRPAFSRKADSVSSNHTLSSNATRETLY
# GPR35 arrestin U2OS: inhibition of zaprinast-stimulated GPR35 beta-arrestin translocation – imaging, U2OS, beta-arrestin-GFP, zaprinast agonist, primary screen (AID 2058); inhibition, % at 10 µM; hits with a dose series show IC50 in µM; hit rate 0.052% among 290,000; U2OS GPR35 beta-arrestin-GFP translocation imaging, zaprinast antagonism; higher % means a stronger effect;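 active means inhibition of at least 50% with at least 30 cells and total cytoplasm GFP at most 10,000,000; inconclusive means under 30 cells or total GFP of 10,000,000 plus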
# WT yeast gro inh mutant strain: recorded beside WT yeast gro inh, whose call it bears; inhibition, %; mitochondrial fusion phenotypic screen, mutant strain inhibition
# Autophagy mod cell loss 18 h: recorded beside Autophagy mod, whose call it bears; toxicity, %; measured here: cell loss, nuclei count;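 cell loss after 18 h compound exposure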
# NTR1 ag cell count 20 µM: also measured in NTR1 ag; calls as there; cell count; measured here: cell count, cytotoxicity flag
# An asterisk follows results filed as active; i = inactive; ? = inconclusive; / = not tested or not shown; + = active, no number; & = joins results of further samples; [ ] = another dose, or the depositor's remark. Compounds as they come, and some 2.6% of all compounds hit somewhere here.
SMILES,Autophagy mod,Autophagy mod cell loss 18 h,LYP phosphatase,RSV CPE inhibition,K1F lysis inhibition,AID2073,WT yeast gro inh,WT yeast gro inh mutant strain,Dengue-2 NS5 capping,NTR1 ag,NTR1 ag cell count 20 µM,GPR35 arrestin U2OS
CCc1nc2sccc2c(=O)[nH]1,i,-7,-1%,1.4%,-0.1%,-4%,25,-1,-3%,-0.8,37,-11%
CC(NC(=O)c1cc(S(=O)(=O)N2CCOCC2)ccc1F)c1ccc(-n2ccnc2)cc1 (centres undefined),/,/,/,0.7%,1.3%[50 µM],/,/,/,5%,0.2,52,/
CSc1nsc(SC)c1C(=O)N1CCN(S(=O)(=O)c2ccc(C)cc2)C1C(C)C (centres undefined),i,-5,-1%,1.8%,0.2%,-20%,21,14,-5%,0.4,57,4%
COc1ccc(OCc2cc(C(=O)N[C@H]3CCCCNC3=O)no2)c(Cl)c1,/,/,-13%,3.4%,1.4%,6%,/,/,-7%,-0.1,58,-10%
Cc1ccccc1OCCNC(=O)/C=C/c1ccc([N+](=O)[O-])cc1,i,14,-6%,3.3%,1.4%[50 µM],-3%,21,-4,-8%,2.6,68,11%
O=C(CSc1ccc2ccccc2n1)NCCC1=CCCCC1,i,-1,8%,12%,7.5%,16%,10,-13,-4%,-0.6,63,-16%
NC(=O)c1nsc(C(=O)N(Cc2ccco2)C(C(=O)NCC2CCCO2)c2ccc(O)cc2)c1N (centres undefined),/,/,-6%,2.6%,0.3%,6%,/,/,-1%,0.1,51,8%
Cc1ccn(-c2cc(O)c(-n3ccc(C)n3)cc2O)n1,i,14,-4%,0.8%,-0.8%,14%,2,4,-6%,-0.5,48,-2%
COc1ccc(Cc2nc3ccc(C(=O)N4CCCCC4CCO)cc3o2)cc1 (centres undefined),/,/,-8%,0.7%,0.3%,-5%,/,/,2%,-0.3,51,-9%
Cc1nc2ccc(NC(=O)COc3ccccc3)cc2s1,i,-4,-2%,/,0.4%,6%,74*,73*,-8%,/,/,-1%
CCCn1c(SCC(=O)N2CCCCC2)nnc1C(C)C,i,4,-2%,2.0%,-0.7%,7%,0,2,0%,-1.2,93,-1%
O=C(O)c1ccc(CNCc2ccccc2F)cc1,i,-12,2%,-0.8%,0.0%,8%,-7,-4,-9%,0.3,30,-10%
CN(C(=O)c1ccccc1Cl)c1ccccc1C(=O)NCCc1ccccc1,/,/,-7%,0.0%,1.6%[50 µM],-1%,/,/,-3%,0.9,71,3%
O=C(CNC(=O)c1ccccc1F)Nc1ccccc1C(F)(F)F,i,14,-13%,-0.5%,0.2%,2%,-8,2,-2%,-0.1,62,1%
Cc1ccc(C(=O)NCC(=O)Nc2ccccc2C(F)(F)F)cc1,i,-3,2%,1.2%,2.1%[50 µM],18%,-15,-12,-2%,-1.2,66,20%
COCCn1c(C)cc(C(=O)COC(=O)c2ccc(Cl)c(S(N)(=O)=O)c2)c1C,/,/,/,-0.6%,-2.0%,/,/,/,-2%,-2.1,67,/
COc1ccc(CCNC(=O)C/C(C)=N/NC(=O)Cc2cccc3ccccc23)cc1OC,/,/,-2%,1.5%,0.0%,20%,/,/,-7%,1.0,50,-7%
OCCN(CCO)Cc1ccc(Br)cc1,i,-6,-14%,0.4%,0.0%,-1%,2,2,-2%,1.2,52,-1%
O=C(NCCNC(=O)c1cc(OCC(F)(F)F)ccc1OCC(F)(F)F)Nc1ccc(OC(F)(F)F)cc1,i,16,1%,0.5%,-0.1%,13%,-3,-15,1%,9.1,77,12%
CCc1ccc(OCC(O)CN2CCN(c3ccccc3)CC2)cc1 (centres undefined),i,4,-5%,0.5%,-1.2%&2.2%,-3%,30,34,3%&0%,0.4,40,1%
CCOC(=O)C1=NNC2(CC(=O)N(c3cc(C)cc(C)c3)C2=O)C1 (centres undefined),/,/,-2%,2.5%,0.5%,17%,/,/,-9%,0.2,45,-4%
CN(C)c1cccc(NC(=O)c2ccco2)c1,i,2,1%,0.5%,0.2%,-28%,-11,-13,-1%,-0.4,27,-7%
COc1ccc(CCNC(=O)COC(=O)c2ccc(Br)o2)cc1OC,i,-10,-12%,2.4%,0.3%,-2%,-49,-33,1%,-0.5,82,-10%
O=C(O)C1CCC(=O)N(C2CCCCC2)C1c1ccccc1 (centres undefined),i,5,-4%,0.9%,0.3%,5%,4,-54,5%,-1.0,78,6%
O=C(Nn1c(-c2ccc(F)cc2)nc2ccccc2c1=O)C1CCCCC1,i,20,22%,-0.8%,1.6%,-5%,15,3,0%,0.0,52,9%

# Next section
SMILES,Autophagy mod,Autophagy mod cell loss 18 h,LYP phosphatase,RSV CPE inhibition,K1F lysis inhibition,AID2073,WT yeast gro inh,WT yeast gro inh mutant strain,Dengue-2 NS5 capping,NTR1 ag,NTR1 ag cell count 20 µM,GPR35 arrestin U2OS
O=C(Cn1cc(/C=N/O)c2ccccc21)N1CCOCC1,i,-1,-2%,0.3%,1.1%,-3%,-5,11,1%,-2.5,84,0%
CCOc1ccc(NC(=O)c2ccc(S(=O)(=O)N(C)C)cc2)cc1,i,-5,0%,2.1%,-0.4%,-1%,6,1,-1%,-0.8,105,6%
Cc1ccc(N(C(=O)c2ccco2)C(C(=O)NC2CCCC2)c2ccco2)c(C)c1 (centres undefined),/,/,-4%,2.5%,0.1%,7%,/,/,-2%,0.3,48,-9%
Cc1ccc(NS(=O)(=O)c2ccc(CCC(=O)O)cc2)cc1,i,-14,-9%,1.3%,0.8%,10%,-11,-32,-1%,0.3,73,13%
CC(C)CC(c1nnnn1CC1CCCO1)N1CCN(c2cccc(Cl)c2)CC1 (centres undefined),i,10,-1%,6.9%,0.3%,2%,-2,-43,-5%,1.5,51,-7%
CCOc1ccccc1C(=O)N/N=C/c1coc2ccc(Cl)cc2c1=O,/,/,-5%,4.6%,0.1%,11%,/,/,-17%,5.2,48,-9%
COc1ccc(NC(=O)c2cccc(S(=O)(=O)NCc3ccco3)c2)c(OC)c1,/,/,/,0.3%,0.2%[50 µM],/,/,/,-1%,1.8,69,/
COc1ccc(S(=O)(=O)N2CCOC2CNC(=O)C(=O)NCCc2ccc(OC)c(OC)c2)cc1 (centres undefined),+,12*,-7%,12%,2.4%,3%,-4,7,-5%,0.1,53,-1%
COc1ccc(NC(=O)C2CCCN2S(=O)(=O)c2ccc3c(c2)CCC(=O)N3)cc1 (centres undefined),i,1,-4%,-1.2%,-1.0%,8%,2,1,-7%,4.1,55,9%
Nc1nnc(SCC(=O)NCCNC(=O)CSc2nnc(N)s2)s1,/,/,/,-1.4%,-1.5%,/,/,/,-8%,-0.1,69,/
CCOc1ccc(NC(=S)Nc2cc(-c3ccccc3)[nH]n2)cc1,i,14,9%,2.9%,5.9%,31%,44,-7,-5%,5.5,52,-12%
Cc1cc(C)n(C(=O)c2ccncc2)n1,i,-9,-7%,3.0%,/,-11%,-1,-38,/,-1.2,46,-2%
CC(=O)NC1=NN(C(C)=O)C2(CCCC2)S1,i,6,-5%,-0.6%,0.0%,9%,6,1,4%,2.3,52,-9%
COc1cc(-c2nc3ccc4ccccc4c3c3c2CCC3)cc(OC)c1O,i,10,0%,18%,-2.8%[50 µM],14%,98*,96*,4%,18,40,-16%
COc1cc2c(cc1O)C(Cc1ccc(O)cc1)NCC2 (centres undefined),i,-64,-1%,0.0%,-0.5%,7%,3,-4,-6%,-0.7,91,-1%
COc1cccc(NC(=O)c2ccccc2SC)c1,i,-8,-3%,-0.4%,0.7%,-3%,-15,-11,-4%,0.6,42,-3%
CCOc1ccc(C(=O)Nc2nnc(S(=O)(=O)N(C)Cc3ccco3)s2)cc1,/,/,-7%,2.5%,0.5%,26%,/,/,-3%,2.0,60,-15%
CC(=O)NC1=NN(c2ccccc2)C(=O)C1,i,-1,-10%,1.6%,0.6%,2%,-5,4,-1%,1.1,65,8%
COc1cc(CN2CCCC(CO)(Cc3ccccc3F)C2)ccc1O (centres undefined),/,/,-9%,0.6%,0.4%,3%,/,/,1%,-0.4,60,-8%
CCOC(=O)CCCNC(=O)COC(=O)[C@@H]1CCCN1S(=O)(=O)c1ccc(Cl)cc1,i,17,-5%,0.9%,1.4%,5%,-21,-5,0%,1.2,66,3%
COc1ccc(C)cc1S(=O)(=O)N(C)CC(=O)N1CCCCC1,i,-7,/,1.9%,0.1%,/,-9,8,-3%,0.8,37,/
COCCCN1CC(=O)N2C(c3ccc(OC)c(OC)c3)c3[nH]c4ccccc4c3C[C@H]2C1=O (some centres undefined),/,/,-5%,3.7%,0.1%,11%,/,/,-11%,-1.2,84,-1%
Cc1ccc(C)c(NC(=O)CCC(=O)NNC(=O)c2cccc([N+](=O)[O-])c2)c1,i,-14,-3%,0.2%,-0.6%,28%,4,7,-3%,-0.3,55,-4%
COC(=O)C1=CN(C)C=C(C(=O)OC)C1c1ccc(O)c(OC)c1,i,3,1%,0.9%,-0.3%,-6%,-21,0,-4%,-0.6,86,-14%
CC1CC(CCC(=O)NC(=S)Nc2ccc(S(N)(=O)=O)cc2)C(=O)O1 (centres undefined),i,-1,-7%,0.0%,1.8%,-2%,-2,-4,-2%,1.8,43,9%
COCCNC(=S)NN=C1CCC(c2ccccc2)CC1 (centres undefined),i,-4,-7%,0.4%,0.1%,-4%,14,3,-5%,-0.1,57,-6%
CCc1nnc(NC(=O)Cn2nc(-c3ccc(OC)c(OC)c3)ccc2=O)s1,i,1,-9%,0.4%,0.5%,5%,12,3,2%,3.4,86,8%
CN1CCN(C(=O)C2CC(c3c(F)cccc3Cl)=NO2)CC1 (centres undefined),i,3,0%,-1.0%,0.5%,14%,-19,-4,-1%,1.1,39,-13%
CCCc1cc(=O)[nH]c(SCC(=O)Nc2nonc2N)n1,i,-3,-11%,0.9%,1.7%,-1%,-3,4,-2%,-0.6,73,-7%
CC(=O)N1CC(=O)N=C1SCC(=O)Nc1nc(-c2ccccc2)c(-c2ccccc2)s1,i,0,3%,?,1.4%,-6%,2,-16,7%,4.7,58,22%

# Given field by field: 2 of the compounds above.
COc1cccc(NC(=O)c2ccccc2SC)c1
  Autophagy mod: i; Autophagy mod cell loss 18 h: -8; LYP phosphatase: -3%; RSV CPE inhibition: -0.4%; K1F lysis inhibition: 0.7%; AID2073: -3%; WT yeast gro inh: -15; WT yeast gro inh mutant strain: -11; Dengue-2 NS5 capping: -4%; NTR1 ag: 0.6; NTR1 ag cell count 20 µM: 42; GPR35 arrestin U2OS: -3%

CCOc1ccc(C(=O)Nc2nnc(S(=O)(=O)N(C)Cc3ccco3)s2)cc1
  Autophagy mod: /; Autophagy mod cell loss 18 h: /; LYP phosphatase: -7%; RSV CPE inhibition: 2.5%; K1F lysis inhibition: 0.5%; AID2073: 26%; WT yeast gro inh: /; WT yeast gro inh mutant strain: /; Dengue-2 NS5 capping: -3%; NTR1 ag: 2.0; NTR1 ag cell count 20 µM: 60; GPR35 arrestin U2OS: -15%
